PKA-R2B act: activators of PKA-R2B holoenzyme, primary screen, biochemical, fluorescence polarization, Cy5-IP20, human; AID 504700, 2011; PKA-R2B holoenzyme dissociation; R2B truncated from residue 108, S112A mutant; 0% DMSO only, 100% 113 µM cGMP; activation, % at 11.4 µM; 0.079% of 340,000 active; cAMP-dependent protein kinase catalytic subunit beta (Homo sapiens) + cAMP-dependent …;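 active = activation above a cutoff set at the mean over all compounds plus 3 SD, cut at about 18% in these data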;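 also: higher means more holoenzyme dissociation and a rise in polarization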
Target sequence (P31323 whole entry, looked up, other chains not shown, the tested form may be a part): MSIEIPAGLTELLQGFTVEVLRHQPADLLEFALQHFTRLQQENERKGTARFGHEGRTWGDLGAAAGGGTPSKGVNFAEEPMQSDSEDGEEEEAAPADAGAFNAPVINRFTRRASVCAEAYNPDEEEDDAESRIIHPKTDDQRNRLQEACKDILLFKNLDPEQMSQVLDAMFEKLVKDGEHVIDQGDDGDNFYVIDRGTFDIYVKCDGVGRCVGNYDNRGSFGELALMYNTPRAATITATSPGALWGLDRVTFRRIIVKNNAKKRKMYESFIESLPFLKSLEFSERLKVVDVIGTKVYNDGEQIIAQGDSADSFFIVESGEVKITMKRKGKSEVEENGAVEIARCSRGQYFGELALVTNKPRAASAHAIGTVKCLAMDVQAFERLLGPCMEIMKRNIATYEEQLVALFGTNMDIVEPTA
Mot1-301 SUMO: yeast Mot1-301 growth rescue at high temperature, primary screen, SUMOylation pathway inhibitor project, S. cerevisiae, ATP luminescence, 38.5C; S. cerevisiae Mot1-301 growth rescue; percent above DMSO median, 100 means doubled; 1% of 320,000 active; growth rescue, % at 18.8 µM;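 active = every valid replicate shows activation above 250% relative to neutral control wells; inactive = the rest, any valid replicate at or below 250%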;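 also: OY570 slx delta 5 strain wells were the positive control but not used for scaling; some compounds called inactive have numbers as strong as hits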
DSG3 Ab inh: inhibitors of pemphigus antibody binding to DSG3, primary screen, biochemical, bead-based, flow cytometry, scFv-GFP; DSG3-coupled beads, scFv-anti-DSG3-GFP binding; active compounds read low; binding (percent of control), % at 10 µM; 0.48% of 310,000 active; AID 588358, 2011; Desmoglein-3 (Homo sapiens), P32926;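 active = binding more than 3 SD below its plate's average and above zero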;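 also: hits lower antibody fragment binding to DSG3; some compounds called inactive have numbers as strong as hits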
SR-BI uptake up: activators of SR-BI mediated DiI-HDL uptake, primary screen, ldlA[mSR-BI] CHO cells, DiI fluorescence | 3 h; 100 = double the neutral-control signal | activation, % at 12.5 µM | 0.096% of 320,000 active;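 active = mean replicate activation of at least 60% and every replicate at or above 60%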;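 also: 0% = median plate neutral-control signal and 100% = twice that signal; values of inactives mirror those of a sister screen read the other way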
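System: LDL receptor-deficient CHO ldlA cells overexpressing murine SR-BI | Timing: 3 h uptake period with compound, 37 °C | Medium: HEPES-buffered (25 mM, pH 7.4) F12 plus 0.5% BSA | Dosing: Single-point compound dose | Signal: Bottom-read fluorescence, 550/595 nm | Read-out: Retained DiI signal reflecting DiI-HDL uptake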
PKA-R1A activ: activators of PKA-R1A holoenzyme, primary screen, biochemical, fluorescence polarization, Cy5-IP20, bovine R1A, mouse PKAc; cAMP-dependent protein kinase type I-alpha regulatory subunit (Bos taurus) + …; PKA-R1A dissociation; scaled: DMSO 0%, 113 µM cGMP 100%; activation, % at 11.4 µM; 0.083% of 340,000 active; AID 504707, 2011;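 active = percent activation above the mean of all tested compounds plus 3 SD, cut at about 19% in these data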;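 also: higher means more PKAc released from R1A so a rise in polarization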
CDK5 p35 inh: inhibitors of human CDK5/p35 kinase, primary screen, biochemical, single concentration. Recombinant CDK5/p35, ADP-Glo luminescence, 60 min. inhibition, % at 10 µM. 0.01% of 330,000 active. AID 488839, 2010;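 active = highest replicate inhibition of at least 50% and at least 75% of replicates reaching 50%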;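 also: plate controls were DMSO neutral control for no effect and GW8510 at 10 µM for full effect; many of its hits are not listed in these tables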
Target sequence (Q00535 whole entry, looked up): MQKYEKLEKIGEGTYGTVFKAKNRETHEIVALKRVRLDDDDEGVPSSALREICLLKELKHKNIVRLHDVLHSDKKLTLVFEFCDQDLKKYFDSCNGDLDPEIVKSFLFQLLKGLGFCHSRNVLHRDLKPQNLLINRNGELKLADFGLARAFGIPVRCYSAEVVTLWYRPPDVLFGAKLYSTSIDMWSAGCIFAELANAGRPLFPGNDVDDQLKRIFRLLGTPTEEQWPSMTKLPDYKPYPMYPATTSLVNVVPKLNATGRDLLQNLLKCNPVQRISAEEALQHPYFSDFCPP
Target sequence (Q15078 whole entry, looked up): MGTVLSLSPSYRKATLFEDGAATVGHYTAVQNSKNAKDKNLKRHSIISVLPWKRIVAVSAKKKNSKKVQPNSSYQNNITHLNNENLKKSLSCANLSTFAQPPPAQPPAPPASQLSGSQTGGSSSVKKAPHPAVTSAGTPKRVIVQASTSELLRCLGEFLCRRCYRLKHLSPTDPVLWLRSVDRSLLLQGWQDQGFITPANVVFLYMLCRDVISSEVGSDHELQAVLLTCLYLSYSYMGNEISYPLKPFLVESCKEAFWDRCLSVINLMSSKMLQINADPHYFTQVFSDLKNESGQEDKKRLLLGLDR
dFosB act: activators of delta FosB homodimer, primary screen, biochemical, fluorescence polarization, TAMRA-CDK5 oligo, single point | activation, % at 25 µM | purified delta FosB; percent of positive-control signal above neutral wells | 0.99% of 340,000 active;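 active = mean activation above about 17%, with every replicate also reaching it, limit read from the data, passing the limit was not always enough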;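 also: fluorescence polarization rise as delta FosB binds a TAMRA Cdk5 AP-1 oligo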
NSD2 HMT inh: NSD2 histone methyltransferase inhibitors, primary screen, biochemical, AlphaScreen, single concentration, set 2; NSD2 peptide methylation, 120 min; inhibition, % at 12.5 µM; Histone-lysine N-methyltransferase NSD2 (Homo sapiens), O96028; 0.54% of 310,000 active; in the data active = inhibition above about 50%
SR-BI HDL uptake: inhibitors of SR-BI mediated HDL lipid uptake, primary screen, ldlA[mSR-BI] cells, fluorescence, single point. inhibition, % at 12.5 µM. ldlA[mSR-BI] CHO cells, DiI-HDL uptake fluorescence, 3 h. Scavenger receptor class B member 1 (Mus musculus), Q61009. 0.96% of 320,000 active;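 active = mean replicate inhibition of at least 70% and a set share of replicates each scoring 70 or more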;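 also: 0% = median of neutral control wells and 100% = median of positive control wells; values of inactives mirror those of a sister screen read the other way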
MITF act: activators of MITF-driven TRPM1 promoter reporter, primary screen, cell-based, SK-MEL-5, luciferase, single point; 0.75% of 300,000 active; activation, % at 12.5 µM; SK-MEL-5 TRPM1-promoter luciferase, 24 h; % of positive control, neutral wells = 0; AID 588334, 2011;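 active = mean activation of at least 80% with every replicate also reaching 80%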;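 also: 0% = neutral control wells and 100% = parthenolide positive control wells; values of inactives mirror those of a sister screen read the other way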
Arr AP2 block: inhibitors of beta-arrestin/AP2 binding, primary screen, biochemical, GPCR trafficking, flow cytometry; beta-arrestin 1 C-terminal peptide binding to AP2 beta2-adaptin appendage (human); FITC-arrestin peptide / GST-AP2 beads; AP2 beta2 appendage carries R879A mutation; inhibition, % at 10 µM; 0.31% of 340,000 active; AID 504490, 2011;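 active = inhibition above a set limit, near 3 SD of compounds lacking own fluorescence, cut at about 54% in these data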;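 also: plate controls were DMSO wells for no effect and 5 µM unlabelled arrestin peptide for full effect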
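System: GST-AP2 R879A glutathione beads. Medium: PBS with 0.05% Tween 20 and 0.1% BSA. Also added: FITC-arrestin peptide, 50 nM. Incubation: 12 min plus 1 h, RT. Measured by: high-throughput flow cytometry of beads, ex 488, em 535 nm. Evaluation: percent drop in bead-associated FITC signal.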
* marks the source's active call; other numbers are inactive results; · = no result given.

PKA-R2B act	Mot1-301 SUMO	DSG3 Ab inh	SR-BI uptake up	PKA-R1A activ	CDK5 p35 inh	dFosB act	NSD2 HMT inh	SR-BI HDL uptake	MITF act	Arr AP2 block	canonical_smiles
4	-33	118	12	6	-4.3	5	0	-12	-3	-9	CC1CCCN(S(=O)(=O)c2cnc[nH]2)C1 (configuration not stated)
-10	-9	77	-23	-13	-0.7	-4	·	23	·	0	Cc1ccc2c(c1)N(C(=O)CCC(=O)N1CCN(c3ccccn3)CC1)CC(C)O2 (configuration not stated)
-15	185	102	23	-8	-1.2	4	-1	-23	-11	2	CN(CC(=O)Nc1cccc(F)c1)C(=O)c1cc(-c2cccs2)nn1-c1ccccc1
-7	·	87	-19	-8	-0.8	-11	·	19	7	13	CC(C)(C)OC(=O)N1CCCC(C(=O)Nc2cccc(C(=O)NCc3ccccc3)c2)C1 (configuration not stated)
5	6	117	·	6	-3.3	-10	1	10	-11	-6	Cc1cc(N2CCCC2)ccc1NC(=O)COc1cccc(C(F)(F)F)c1
-3	4	101	17	-8	-0.8	0	10	-17	-5	2	C=CCNCc1cc(=O)n2c(-c3ccccc3)csc2n1
-2	123	96	-2	-4	-0.8	-4	-6	2	1	-7	N#C/C(=C(/O)Cc1cccc2ccccc12)c1nc2ccccc2s1
-3	2	111	1	-2	-1.1	-6	-1	-1	-4	4	COc1ccc(/C(C)=N/NC(=S)NCc2ccco2)cc1
-5	-13	100	3	2	-1.2	3	2	-3	-26	-7	CC(C)COc1ccc2[nH]c3c(c2c1)CCCC3=O
5	2	108	-3	-13	-2.8	-19	-2	3	-11	-17	CCCn1c(CN2CCN(C(=O)OCC)CC2)nc2cc(NC(=O)CC)ccc21
-13	-12	95	3	-1	-3.5	-2	-1	-3	1	-2	CCc1ccc(NC(=O)CCc2nc3sc4c(c3c(=O)[nH]2)CCCC4)cc1
7	·	105	-33	10	-5.9	-3	3	33	·	-4	COc1ccc(CCN(C)C(=O)c2cccc(S(=O)(=O)N3CCN(c4ccc(F)cc4)CC3)c2)cc1OC
-1	9	98	-4	-9	0.9	-12	2	4	-8	0	CCOC(=O)c1ccc(N2C(=O)c3n[nH]c(C)c3C2c2ccc(OC)c(OC)c2)cc1 (configuration not stated)
-6	48	98	-5	-4	0.3	0	-2	5	-12	-4	Cc1ccc(C(=O)NNC(=O)C2CCN(c3nccc(C)n3)CC2)cc1
-3	-3	97	-13	6	-3.2	-9	8	13	·	5	COc1cc(OC)cc(C(=O)N[C@H](C(=O)OCC(=O)Nc2ccc(OC)c(OC)c2)C(C)C)c1
-7	14	126	·	5	-0.8	-13	4	·	3	-8	COc1ccc(-c2nnc(SCC(=O)N/N=C/c3ccccc3C(=O)O)n2-c2ccc(Cl)cc2)cc1
-12	-8	156	18	2	1.7	0	-4	-18	5	16	O=C(Nc1nnc2n1CCS2)c1ccco1
-9	-3	101	1	8	-7.6	-1	-2	-1	-6	1	O=C(c1cc(-c2cccs2)nn1-c1ccccc1)N1CCN(S(=O)(=O)c2ccccc2)CC1
-7	155	98	20	4	0.4	-5	0	-20	5	12	Cc1ccc2c(c1)C(c1ccccc1)N(C(=O)c1ccccc1[N+](=O)[O-])CC(=O)N2 (configuration not stated)
-3	-5	·	4	-7	-0.9	-4	·	-4	5	27	Cc1noc(C)c1NC(=O)N(C)C[C@H]1Oc2ccc(NC(=O)Cc3ccccc3)cc2C(=O)N([C@H](C)CO)C[C@@H]1C
0	-5	110	0	5	0.7	-7	-3	0	-6	4	COc1ccc(S(=O)(=O)NCc2ccccc2)cc1
8	-1	·	31	5	0.1	-7	5	-31	7	0	CC(=O)CCc1c(C)nc2ccc(C(=O)O)cc2c1Cl
-3	67	101	-28	-12	-1.0	-6	-10	28	16	15	Cc1nnsc1C(=O)N/N=C/c1cccc(C(F)(F)F)c1
-3	-6	94	0	10	0.3	-3	2	0	-1	-8	COc1cccc(C(C(=O)NC2CCCC2)N(CC2CCCO2)C(=O)Cc2cccs2)c1 (configuration not stated)
-3	11	101	-81	2	0.5	-28	-1	81*	·	-10	COc1ccc(C(=O)Nc2cccc(NC(=O)c3ccc(OC)c(OC)c3)n2)cc1OC
0	7	99	16	-8	0.8	2	0	-16	5	9	COc1ccc(C(=O)NCC(O)CN2CCOCC2)cc1[N+](=O)[O-] (configuration not stated)
-3	-6	109	14	-3	0.1	5	·	-14	8	0	Cc1ccc(C2CC(c3ccc(C)cc3)n3nc(N)nc3N2)cc1 (configuration not stated)
-8	12	105	16	-2	4.8	-5	-1	-16	-6	1	O=C1CC(C(=O)O)c2ccccc2N1 (configuration not stated)
4	·	92	-2	-6	-1.9	1	-4	2	79	9	O=C(Cc1ccc(Cl)cc1)Nc1ccc(SC(F)F)cc1
-3	-8	96	-45	5	-1.3	-21	-1	45	22	49	Cc1ccc2oc(-c3ccc(NC(=O)c4ccncc4)cc3O)nc2c1
6	-5	99	46	11	0.0	0	·	-46	·	1	CCC12CN3CC(CC)(CN(C1)C3c1ccc(OC(C)C)cc1)C2=O (configuration not stated)
3	8	80	-16	-3	0.4	-6	-3	16	·	-2	CC(=O)c1ccc(N2CCN(C(=S)Nc3ccccc3)CC2)cc1
1	-5	99	21	-12	1.4	0	-1	-21	-10	42	O=C(N/N=C\c1ccccc1)c1ccccc1-n1cccc1
2	13	114	4	-7	-0.1	-8	·	-4	-7	2	COc1cc(C2N(c3ccc(Cl)cc3)C(=O)C3CCCN32)cc(OC)c1OC (configuration not stated)
-16	-7	99	-25	-7	1.5	-2	-3	25	-7	-4	O=C(C1CCCO1)N1CCN(c2c3c(nc4cc(-c5ccc(F)cc5)nn24)CCC3)CC1 (configuration not stated)
-2	-15	100	·	5	-3.2	-3	·	·	1	4	COc1ccccc1N1CCN(C(=O)c2cc(C3CC3)on2)CC1
-3	-4	113	16	-1	-2.3	-4	·	-16	17	6	Cc1ccccc1-c1nc(CN2CCC(C(=O)NCCCN3CCOCC3)CC2)c(C)o1
-5	60	88	4	-1	1.3	6	-1	-4	6	-3	CCOC(=O)/C(=N\Nc1ccccc1Cl)N1CCN(C)CC1
4	-3	98	-1	1	-0.2	-4	-2	1	-14	-1	Cc1cc(C(=O)OCC(=O)N2CC(=O)Nc3ccccc32)no1
0	3	107	-7	-1	2.1	-6	4	7	1	33	Cc1ccccc1C(=O)N1CCC(C(=O)Nc2ccccc2N2CCCC2)CC1
5	4	·	·	7	-0.9	-7	-3	·	-11	24	COC(=O)c1ccccc1NC(=O)CSc1nncn1-c1ccccn1
-7	1	115	9	-6	0.6	-1	-1	-9	-3	8	COc1ccc(NC(=O)CCc2nc(-c3ccc(C)cc3)no2)c(OC)c1
5	-20	115	-16	-1	1.0	2	1	16	·	30	NC(=O)C1CC(=O)N(c2ccc(OCC(=O)Nc3cccc(C(F)(F)F)c3)cc2)C1 (configuration not stated)
2	-15	121	-12	-1	8.0	-5	-3	12	7	-3	Cc1ccc(NC(=O)c2ccco2)c(NC(=O)c2ccc(Cl)cc2)c1
8	13	·	7	5	1.9	-2	1	-7	-9	-13	COc1ccccc1CNC(=O)c1nccnc1CO
1	-4	108	-20	-8	1.1	-9	-3	20	-15	6	CCC1CCCCN1C(=O)CSc1nnc(CNC(=O)c2c(F)cccc2Cl)o1 (configuration not stated)
3	-4	83	5	4	-1.0	-5	0	-5	-2	8	C/C(CC(=O)NCCCN1CCOCC1)=N\NC(=O)COc1cccc2ccccc12
-5	-3	·	-2	-3	1.8	20*	-2	2	·	6	CCOc1ccc(NC(=O)c2cn(-c3ccc(OCC)cc3)c(=O)c3cc(OC)c(OC)cc23)cc1
-5	-24	97	0	-10	-0.7	1	0	0	-6	-11	O=C(O)c1cccc(Nc2nc3ccccc3nc2NS(=O)(=O)c2ccccc2)c1
8	-3	99	-8	-2	0.6	2	-1	8	-14	4	O=C(CSc1nnc(Nc2ccccc2)s1)Nc1ccc(S(=O)(=O)N2CCOCC2)cc1

(next part)
PKA-R2B act	Mot1-301 SUMO	DSG3 Ab inh	SR-BI uptake up	PKA-R1A activ	CDK5 p35 inh	dFosB act	NSD2 HMT inh	SR-BI HDL uptake	MITF act	Arr AP2 block	canonical_smiles
9	-11	100	50	3	-0.6	-2	-2	-50	5	4	CC1(C)CC(=O)C2=C(C1)N(c1ccc(F)cc1)C(=O)C2(NC(=O)c1ccccc1F)C(F)(F)F (configuration not stated)
-4	·	99	·	-9	0.4	-1	1	·	4	4	Nc1ccc(Cl)c(S(=O)(=O)Nc2ccc(Cl)cc2)c1
-1	8	102	-12	-7	-0.1	-5	1	12	1	·	CCCCc1ccc(NC(=S)NCc2ccc(OC)cc2)cc1
2	·	100	-17	5	1.5	1	-2	17	-24	24	Cc1cc(=O)oc2cc(OCC(=O)N3c4ccccc4CC3C)ccc12 (configuration not stated)
-2	3	79	26	0	0.6	-3	0	-26	-9	1	COc1ccc(COCC(O)CN2CCC(C(N)=O)CC2)cc1OC (configuration not stated)
5	1	122	-17	-3	-0.8	-11	-2	17	5	-4	Cc1ccc(CN2C(=O)CCSc3ccc(Cl)cc32)cc1
11	50	107	-10	15	0.0	-9	-2	10	-8	2	O=C(COC(=O)C12CC3CC(CC(C3)C1)C2)Nc1nc2c(F)c(F)c(F)cc2s1

As a working copy, 2 of the compounds above:
PKA-R2B act	Mot1-301 SUMO	DSG3 Ab inh	SR-BI uptake up	PKA-R1A activ	CDK5 p35 inh	dFosB act	NSD2 HMT inh	SR-BI HDL uptake	MITF act	Arr AP2 block	canonical_smiles
5	1	122	-17	-3	-0.8	-11	-2	17	5	-4	Cc1ccc(CN2C(=O)CCSc3ccc(Cl)cc32)cc1
11	50	107	-10	15	0.0	-9	-2	10	-8	2	O=C(COC(=O)C12CC3CC(CC(C3)C1)C2)Nc1nc2c(F)c(F)c(F)cc2s1

From PubChem BioAssay
